Screening results as filed in PubChem BioAssay.
DAX1 inh-1 – DAX1 (NR0B1) inhibitors, primary screen, cell-based, HEK293, Gal4-DAX1, luciferase luminescence; inhibition, % at 6.75 µM; 340,000 tested, 0.99% active; HEK293 Gal4-DAX1 luciferase reporter; AID 504766, 2011; Nuclear receptor subfamily 0 group B member 1 (Homo sapiens), P51843;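 active means inhibition above the mean over all tested compounds plus 3 SD, cut at about 4.2% in these data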;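 further: 0% = DAX1-transfected cells with DMSO and 100% = empty-vector control cells with DMSO; inhibition shows as a rise in luminescence from relieved DAX1 repression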
Target sequence (P51843 207-470 limits assumed): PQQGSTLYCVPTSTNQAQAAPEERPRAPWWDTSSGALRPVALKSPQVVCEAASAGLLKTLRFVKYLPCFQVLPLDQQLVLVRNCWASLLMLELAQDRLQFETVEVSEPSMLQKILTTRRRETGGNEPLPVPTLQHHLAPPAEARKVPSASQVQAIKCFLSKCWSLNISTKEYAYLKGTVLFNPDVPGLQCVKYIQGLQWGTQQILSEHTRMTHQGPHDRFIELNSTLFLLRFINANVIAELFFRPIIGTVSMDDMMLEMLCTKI
hcDAF12 agonist – H. contortus DAF-12 nuclear receptor activators, primary screen, cell-based, luminescence, HEK293, lit1-tk-luc reporter | HEK293 hcDAF-12 lit1-tk-luc reporter; 0% DMSO, 100% Δ7-dafachronic acid | activation, % at 6.8 µM | 370,000 tested, 1.4% active;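 active means activation above the mean of all tested compounds plus 3 SD, cut at about 5.5% in these data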;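 further: 100% = response to 3 µM Δ7-dafachronic acid high control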
PLC-beta3 inh – human PLC-beta3 inhibitors, primary screen, biochemical, fluorescence | 1-phosphatidylinositol 4,5-bisphosphate phosphodiesterase beta-3 (Homo sapiens), Q01970 | Purified PLC-beta3, fluorogenic substrate | inhibition, % at 12.2 µM | 370,000 tested, 0.18% active | AID 720704, 2013; in the data active means inhibition above about 11%;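 further: 0% = median of compound wells on plate and 100% = full blocker control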
ADAM17 inh – ADAM17 inhibitors, primary screen, biochemical, QFRET | Disintegrin and metalloproteinase domain-containing protein 17 (Homo sapiens), P78536 | recombinant ADAM17, EDANS/DABCYL FRET peptide cleavage | inhibition, % at 6.95 µM | 370,000 tested, 0.83% active | AID 720648, 2013;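 active means inhibition above the mean of compounds lying between control limits plus 3 SD, set per campaign, cut at about 8.5% in these data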;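 further: 0% = DMSO-only wells as the low control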
Target sequence (P78536 215-824 limits assumed): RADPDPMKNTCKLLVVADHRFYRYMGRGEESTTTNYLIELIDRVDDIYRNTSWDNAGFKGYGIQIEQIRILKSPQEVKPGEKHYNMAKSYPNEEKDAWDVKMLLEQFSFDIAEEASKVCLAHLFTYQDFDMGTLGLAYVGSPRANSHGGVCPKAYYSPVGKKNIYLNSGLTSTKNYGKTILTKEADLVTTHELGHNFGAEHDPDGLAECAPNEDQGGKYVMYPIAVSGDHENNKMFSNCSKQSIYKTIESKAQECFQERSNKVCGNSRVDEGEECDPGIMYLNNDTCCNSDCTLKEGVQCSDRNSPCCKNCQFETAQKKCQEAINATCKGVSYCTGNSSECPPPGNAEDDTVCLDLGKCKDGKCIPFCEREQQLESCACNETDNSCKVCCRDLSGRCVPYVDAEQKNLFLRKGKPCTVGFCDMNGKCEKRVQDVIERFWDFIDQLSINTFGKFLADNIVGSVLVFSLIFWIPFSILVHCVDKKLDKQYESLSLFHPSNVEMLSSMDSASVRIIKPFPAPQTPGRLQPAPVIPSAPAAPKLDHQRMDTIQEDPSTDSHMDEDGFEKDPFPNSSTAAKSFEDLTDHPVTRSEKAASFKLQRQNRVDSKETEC
GAA850 FXN act – FXN promoter activators, primary screen, cell-based, luciferase luminescence, HEK293 lucGAA850 | activation, % at 6 µM | HEK293 lucGAA850 FXN promoter luciferase reporter, 24 h; percent of 10 µM SAHA response | 360,000 tested, 0.56% active;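 active means activation above the average of all compounds screened plus 3 SD, cutoff fixed separately per campaign, cut at about 7.5% in these data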;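 further: 0% = DMSO wells and 100% = 10 µM SAHA wells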
DAX1 inh-2 – DAX1 (NR0B1) inhibitors on StAR promoter, primary screen, cell-based, luminescence, SF-1 (NR5A1), full-length DAX-1 | AID 652010, 2013 | HEK293T StAR-luciferase reporter, SF-1/DAX-1 repression relief | inhibition, % at 6.8 µM | 370,000 tested, 1.1% active;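 active means inhibition above the mean over all tested compounds plus 3 SD, cut at about 3.6% in these data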;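 further: 0% = DAX-1 cells with DMSO and 100% = cells lacking DAX-1 with DMSO; higher inhibition means more luminescence from relief of DAX-1 repression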
PLC-gamma1 inh – PLC-gamma1 enzyme inhibitors, primary screen, biochemical, fluorescence, purified enzyme. 1-phosphatidylinositol 4,5-bisphosphate phosphodiesterase gamma-1 (Homo sapiens), P19174. fluorogenic substrate. inhibition, % at 12.2 µM. 370,000 tested, 0.84% active; in the data active means inhibition above about 9.5%
sPLA2-III inh – human group III sPLA2 inhibitors, primary screen, biochemical, QFRET, BODIPY PC-A2 liposome substrate. 370,000 tested, 0.56% active. inhibition, % at 12.2 µM. AID 743126, 2013. QFRET BODIPY PC-A2 liposome hydrolysis, fluorescence. Group 3 secretory phospholipase A2 (Homo sapiens), Q9NZ20;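 active means inhibition above mean plus 3 SD of compounds lying within the high and low control bounds, cut at about 19% in these data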;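 further: 0% = median of test compound wells and 100% = no enzyme DMSO wells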
hgDAF-12 ag – H. glycines DAF-12 receptor agonists, primary screen, cell-based, luminescence, HEK293, GAL4 fusion, UAS-luciferase | 370,000 tested, 1.8% active | AID 687014, 2013 | HEK293 GAL4-hgDAF12 UAS-luciferase reporter, agonist luminescence; normalized to butyrate control | activation, % at 6.8 µM | Nuclear hormone receptor DAF-12 (Heterodera glycines), GAL4 fusion;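 active means activation above a cutoff set at the mean of all screened compounds plus 3 SD, cut at about 10% in these data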;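 further: 0% = DMSO wells and 100% = sodium butyrate wells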
ADAM10 inh – human ADAM10 inhibitors, primary screen, biochemical, QFRET, HTS | Disintegrin and metalloproteinase domain-containing protein 10 (Homo sapiens), O14672 | recombinant ADAM10, EDANS/DABCYL FRET peptide cleavage, 3 h | inhibition, % at 7 µM | 370,000 tested, 0.62% active | AID 720582, 2013;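 active means inhibition above a per-campaign cutoff equal to the mean of compounds falling between control-based bounds plus 3 SD, cut at about 20% in these data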;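 further: 0% = DMSO wells while the 100% control is not disclosed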
ssDAF-12 act – S. stercoralis DAF-12 nuclear receptor activators, primary screen, cell-based, luminescence, HEK293, GRIP1 co-expression, lit1-tk-luc. HEK293 ssDAF-12/GRIP1 lit1-tk-luc reporter; % of 3 µM dafachronic acid response. AID 652126, 2013. 370,000 tested, 1% active. activation, % at 6.8 µM. Nuclear hormone receptor DAF-12 (Strongyloides stercoralis);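 active means activation above the mean over all tested compounds plus 3 SD, cut at about 0.9% in these data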;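 further: 0% = DMSO-only wells and 100% = 3 µM delta7-dafachronic acid wells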
Starred values were filed as active, the others as inactive; i = inactive; · = not tested or not shown.

Screens in order – DAX1 inh-1	hcDAF12 agonist	PLC-beta3 inh	ADAM17 inh	GAA850 FXN act	DAX1 inh-2	PLC-gamma1 inh	sPLA2-III inh	hgDAF-12 ag	ADAM10 inh	ssDAF-12 act
[1] CCCCn1nnc(NC(=S)NC(=O)c2cccs2)n1
    -1.0	3.5	-2	1	3.6	1.1	2	23*	5.9	3	0.4
[2] NC(=O)C1CCN(S(=O)(=O)c2cc3c4c(c2)CCN4C(=O)CC3)CC1
    0.0	-0.5	0	-3	2.3	-0.7	9	9	-1.1	-11	-1.3
[3] CC(=O)Nc1ccc(NC(=O)CN(c2ccc(F)cc2)S(=O)(=O)c2ccc3c(c2)OCCO3)cc1
    1.1	-1.7	-2	-4	-6.5	0.5	-1	-11	-1.9	4	-1.8
[4] O=C(COC(=O)COc1ccccc1)NC1CCCC1
    -0.3	-0.3	-3	0	1.4	-0.3	-1	-4	2.5	1	-1.2
[5] N#Cc1c(C(F)(F)F)cc(-c2cccs2)nc1SCC(=O)O
    -0.7	-0.1	-17	-15	-3.3	0.4	-11	1	-1.4	-28	-0.8
[6] Cc1c(C(N)=O)sc2nc(-c3ccccc3)cn12
    -0.3	2.2	1	-2	4.7	0.8	-2	0	4.9	5	-0.5
[7] COc1ccc(-c2ccc(/C=C3/C(=N)N4C=CSC4=NC3=O)o2)c([N+](=O)[O-])c1
    0.3	1.6	-8	-11	-0.8	-0.1	-9	-3	9.5	-27	-0.9
[8] Cc1ccc(S(=O)(=O)N2[C@@H](c3ccc(C(C)(C)C)cc3)C(C(=O)O)=CC[C@H]2c2cccc(Cl)c2)cc1
    -2.4	-1.0	-4	1	-0.7	-1.1	-1	-42	-3.8	13	-1.3
[9] CCN1CCN(c2ccc(S(=O)(=O)N3CCCCC3)cc2NC(=O)c2ccc([N+](=O)[O-])s2)CC1
    -1.6	-0.6	-5	-1	-2.7	-2.3	-1	-1	-4.8	-3	-1.6
[10] CC[C@]12c3[nH]c4cc(-c5ccco5)ccc4c3CCN1C(=O)[C@@H](CC(=O)NCCN1CCOCC1)C[C@@H]2C(=O)N1CCN(C(=O)c2ccco2)CC1
    -0.1	0.1	-175	-48	1.2	-0.3	-132	-9	3.3	-182	0.1
[11] COc1ccc(-c2nnc(SCC(=O)NCCc3ccc(S(N)(=O)=O)cc3)o2)cc1OC
    1.0	-0.2	-9	-6	0.9	-0.2	-1	7	0.6	-6	-1.5
[12] CS(=O)(=O)C1=NSC2=NC(=O)/C(=C\c3cccn3-c3ccc(Cl)cc3)C(=N)N21
    3.7	-2.3	-41	-1	2.3	0.2	-34	-29	1.8	-5	-1.0
[13] COCCN(CC(=O)NCc1ccccc1)C(=O)CCC(=O)Nc1nccs1
    0.3	0.9	0	-6	0.1	0.3	5	8	-0.7	2	-0.9
[14] CCCc1[nH]n(-c2nc3ccccc3s2)c(=O)c1C=NCCCN(CC)CC
    2.3	0.6	-3	-2	2.0	1.4	1	-6	1.6	-1	-1.4
[15] COc1ccc(CNC(=O)c2nc(S(=O)(=O)Cc3ccccc3)ncc2Cl)cc1
    -1.0	-2.6	-9	-10	6.0	-1.3	1	4	-7.3	-11	-1.6
[16] O=C(COc1ccc(Cl)cc1Cl)N(Cc1ccco1)C1CCS(=O)(=O)C1 (centres undefined)
    -0.2	-1.7	-4	-5	4.5	0.0	0	-11	-1.0	-1	-1.1
[17] CCOC(=O)c1nn(-c2cccc(C)c2)cc1C(=O)c1ccccc1
    1.5	0.0	2	1	6.7	2.1	-2	-3	6.6	6	-0.9
[18] COc1ccc(C(=O)Nc2ccc(C(=O)N3CCCCC3)cc2)cc1OC
    1.3	-1.4	-3	-2	4.5	-0.3	1	3	1.4	-3	-0.8
[19] CC(C)(C)OC(=O)[C@H](Cc1ccccc1)NC(=O)c1nc[nH]c1C(=O)NCc1ccccc1
    -2.2	-1.1	5	12*	1.9	-0.4	1	-12	0.7	25*	-1.2
[20] CC(O)[C@H]1CNC(=S)N1CCc1cccc(F)c1 (some centres undefined)
    0.6	-0.8	1	-1	1.9	-0.3	2	4	0.8	2	-1.4

Rewritten with tabs: entries from further up
#	compound	DAX1 inh-1	hcDAF12 agonist	PLC-beta3 inh	ADAM17 inh	GAA850 FXN act	DAX1 inh-2	PLC-gamma1 inh	sPLA2-III inh	hgDAF-12 ag	ADAM10 inh	ssDAF-12 act
6	Cc1c(C(N)=O)sc2nc(-c3ccccc3)cn12	-0.3	2.2	1	-2	4.7	0.8	-2	0	4.9	5	-0.5
7	COc1ccc(-c2ccc(/C=C3/C(=N)N4C=CSC4=NC3=O)o2)c([N+](=O)[O-])c1	0.3	1.6	-8	-11	-0.8	-0.1	-9	-3	9.5	-27	-0.9
8	Cc1ccc(S(=O)(=O)N2[C@@H](c3ccc(C(C)(C)C)cc3)C(C(=O)O)=CC[C@H]2c2cccc(Cl)c2)cc1	-2.4	-1.0	-4	1	-0.7	-1.1	-1	-42	-3.8	13	-1.3

(cont.)
Screens in order – DAX1 inh-1	hcDAF12 agonist	PLC-beta3 inh	ADAM17 inh	GAA850 FXN act	DAX1 inh-2	PLC-gamma1 inh	sPLA2-III inh	hgDAF-12 ag	ADAM10 inh	ssDAF-12 act
[21] Cc1cc2nc(-c3nnnn3Cc3ccccc3)c(=O)[nH]c2cc1C
    ·	-1.4	-169	-43	·	-1.4	-135	-4	0.3	-162	-1.0
[22] CC(C)(C)C(=O)NCC12C=CC(O1)C1C(=O)N(c3ccccc3)C(=O)C12 (centres undefined)
    -1.5	0.4	-2	-3	-0.5	0.6	0	-1	-2.6	-3	-1.7
[23] CCc1nc2ccc(C(=O)NCC3CCCCC3)cn2c1N(C)Cc1nccs1
    ·	-2.9	-4	0	-2.2	-3.3	-4	-5	-0.9	-11	-1.7
[24] COc1ccc(-c2[nH]ncc2CN(C)Cc2cc(C)[nH]n2)c(F)c1
    0.3	-0.3	-2	-2	0.2	-0.8	1	4	2.8	-6	-1.3
[25] COc1ccc(/C=C2\C(=O)NCC(=O)N2Cc2ccccc2)cc1
    -0.7	-2.2	10	8	-3.0	-0.5	5	-12	-1.6	16	-0.6
[26] Brc1ccc(CNCCCSc2ncccn2)cc1
    0.8	-2.4	-4	4	2.0	-0.1	-1	3	-1.3	9	-1.7
[27] O=C(N1CCOCC1)N(Cc1cccs1)C1CCCC1
    0.2	1.0	1	-1	-0.1	0.0	2	0	2.6	-3	-1.0
[28] O=c1c(/C=N/O)coc2ccc(Cl)cc12
    0.0	0.6	-24	-2	-0.8	0.3	-21	-4	-0.1	-4	0.2
[29] CC1(Br)C(Sc2ccccc2[N+](=O)[O-])=Nc2ccccc21 (centres undefined)
    ·	0.5	-4	4	·	0.2	1	-7	0.8	12	0.0
[30] Cn1ccc2c(N3CCCC3)cc3c(c21)C1CCC3O1 (centres undefined)
    ·	-2.5	-54	1	·	-0.5	-38	8	-3.2	-17	-1.4
[31] CC(=O)Nc1ccc(S(=O)(=O)N(C)CC(=O)OCC(=O)N2CCN(C(=O)c3ccco3)CC2)cc1
    0.9	0.3	-9	-4	0.5	0.1	5	8	-2.2	-11	-0.8
[32] CCOC(=O)c1c(-c2ccc(C)o2)csc1NC(=O)CSc1nnc(C)s1
    -0.6	-2.5	-12	-2	-0.8	-0.6	-6	-16	-1.7	2	-2.0
[33] COc1cccc(NC(=O)Cn2c(CCC(=O)O)ccc2-c2ccccc2)c1
    -0.3	-0.9	-29	-36	-1.0	-0.1	-24	-38	-0.5	-90	-1.2
[34] Cc1ccccc1NC(=O)c1cccc(S(=O)(=O)Nc2cccc(C(=O)O)c2)c1
    2.1	-0.7	0	0	0.7	0.5	9	8	-2.8	6	-0.9
[35] O=C(NCc1ccco1)c1cc2nc(-c3cccs3)cc(C(F)(F)F)n2n1
    -0.3	0.0	i	-310	3.4	-0.6	i	14	-0.2	i	-1.0
[36] CC(C)CCOc1ccc(C(=O)C[N+]2(C)CCOCC2)cc1
    2.0	-1.3	-1	-5	0.8	0.0	1	6	-0.7	-14	-1.4
[37] CCOC(=O)c1csc(NC(=O)c2ccc(OC)c(OC)c2)n1
    -1.3	-1.0	2	-4	-0.2	0.0	-2	-2	-1.3	4	-1.5
[38] COc1cc(OC)c(S(=O)(=O)Nc2ccccc2C(=O)O)cc1S(=O)(=O)Nc1ccccc1C(=O)O
    1.6	-1.8	-3	0	-0.8	-0.5	2	-33	0.8	-6	-1.4
[39] COc1ccc(N2C(=O)CC(N3CCN(c4ccc(S(C)(=O)=O)cc4)CC3)C2=O)cc1 (centres undefined)
    -0.1	-0.4	2	-4	1.8	-0.3	-1	2	0.4	-6	-1.9
[40] Cc1c(Cl)ccc(S(=O)(=O)N2CCN(C)CC2)c1Cl
    -0.2	1.3	2	-3	0.6	1.5	3	-1	1.9	-17	-0.7
[41] COC(C(=O)N/N=C(\C)c1ccc(C(C)(C)C)cc1)c1ccccc1 (centres undefined)
    -0.4	-1.2	-6	1	1.0	-0.6	1	-4	-2.2	3	-1.4
